RmlCD inh mix: mixture blocks RmlC and RmlD coupled enzyme activity | RmlC/RmlD coupled enzyme inhibition, 384-well mixture HTS | 0.39% of 110,000 active | inhibition, % at 5.5 µM; in the data active = inhibition above about 30%, passing the limit was not always enough; also: strong numbers were not always called active
HIV RNase H inh: blocks HIV-1 RNase H cleavage of RNA/DNA duplex; P04585; RT-RNase H RNA/DNA duplex cleavage, fluorescence; inhibition, % at 10 µM; 1.9% of 65,000 active; AID 565; in the data active = inhibition above about 50%
* hit, by the source's call; · = no result given; & = joins results of further samples.

SMILES | RmlCD inh mix | HIV RNase H inh
O=C(c1ccc(Cl)c(Cl)c1)N1CCC(=O)N(C(COCc2cccc(Cl)c2)Cc2ccccc2)CC1 (stereo unspecified) | -10 | ·
COc1ccc(C(=O)/C=C/c2ccc(O)cc2)cc1 | -9 | ·
Cc1ccc(-n2c(SCC(=O)NCc3ccco3)nnc2-c2cccnc2)cc1 | -12 | ·
COc1cc(OC)c(C2N(C)c3ccccc3N2C)cc1OC | -6 | -16
N#CCCN(C(=O)CSc1ccc2c(c1)OCCO2)c1ccc(F)cc1 | -8 | ·
Cc1ccc(Cl)cc1N1CCN(C(=O)C2CCC(=O)N2C(C)C)CC1 (stereo unspecified) | · | -15
O=C(NC1CC1)c1cc(F)c(F)cc1Cl | -7 | ·
COc1ccc(C2(C(=O)NCCCN3CCOCC3)CCOCC2)cc1 | 3 | -10
CC1CSc2nnc(CCc3ccccc3)n21 (stereo unspecified) | -11 | -7
[O-]/[N+](=C/c1cccnc1)c1ccc(Br)cc1 | -27 | -1
COc1cccc(NC(=O)Cn2cnc3sc(C)c(S(=O)(=O)N4CCN(C)CC4)c3c2=O)c1 | 3 | ·
COc1cc(NC(=O)c2ccco2)c(OC)cc1NC(=O)Nc1cccc(Cl)c1 | -6 | 14
COC(=O)C1=CO[C@@H](C)[C@H]2CN3CC[C@]4(C(=O)Nc5ccccc54)[C@@H]3C[C@H]12 | 0 | ·
Cn1c(C(=O)NCC2CCCO2)cc2c(=O)[nH]c3ccccc3c21 (stereo unspecified) | 3 | -3
CCOc1ccc2nc(NC(=O)C3CCCN(S(=O)(=O)c4cccs4)C3)sc2c1 (stereo unspecified) | 0 | 16
COc1ccccc1N1CCN(C(=O)CSc2nc3ccccc3c(=O)n2CC2CCCO2)CC1 (stereo unspecified) | · | -8
CCn1c(SC/C=C/c2ccccc2)nnc1-c1cccs1 | 5 | -12
CS(=O)(=O)n1nc(-c2ccccc2)nc1N | -9 | ·
Cn1c(COc2ccccc2)nnc1SCc1cc(=O)[nH]c2ccccc12 | 9 | 15
CSc1nnc(-c2ccccc2N=Cc2c(C)[nH]n(-c3ccc4ccccc4c3)c2=O)c(=O)[nH]1 | -3 | ·
O=C(CS(=O)CC(=O)N(c1ccccc1)C(C(=O)NC1CCCC1)c1cccs1)Nc1ccc(F)cc1 (stereo unspecified) | 4 | ·
CC(=O)Nc1ccccc1C(=O)N1CCc2ccccc21 | -11 | -4
O=P(NS(=O)(=O)c1ccccc1)(Oc1ccccc1)Oc1ccccc1 | 12 | ·
CCOC(=O)c1sc(N(C)C(C)=O)nc1C | 5 | ·
CCCSC1=N/C(=C\c2ccsc2)C(=O)S1 | -11 | -38

Whole records, looked up by structure:
`O=C(NC1CC1)c1cc(F)c(F)cc1Cl` as listed: RmlCD inh mix = -7; HIV RNase H inh = ·
`COc1cc(NC(=O)c2ccco2)c(OC)cc1NC(=O)Nc1cccc(Cl)c1` as listed: RmlCD inh mix = -6; HIV RNase H inh = 14

Next section.
SMILES | RmlCD inh mix | HIV RNase H inh
O=C(CN(c1ccccc1)S(=O)(=O)c1ccccc1)NCCSc1nc2ccccc2s1 | -11 | ·
COC(=O)C1=C(CSCc2ccccc2)NC(=O)NC1c1cc(C)ccc1C (stereo unspecified) | -10 | ·
O=C(O)C1=C[C@@H](c2coc3ccccc3c2=O)C[C@@H](OCc2ccc(CO)cc2)O1 | -9 | ·
CCCCOC(=O)n1c(SCC(=O)N(CC)CC)nc2ccccc21 | 53 | -7
CC1=C(C(=O)Nc2ccccc2)C(c2ccc(C)o2)n2c(s/c(=C\c3ccco3)c2=O)=N1 (stereo unspecified) | 7 | 12
CCC(=O)c1ccc(N2CCN(C(=O)COc3ccc(F)cc3)CC2)c(F)c1 | · | -19
Fc1cc2nccnc2cc1N1CCSCC1 | 126 | -9
CC1(C)CC(=O)c2cn3c(nc2C1)nc1ccccc13 | 2 | 0
COc1cc(NC(=O)CSc2nnc(-c3ccncc3)n2C2CCCCC2)ccc1NC(=O)c1ccco1 | -34 | ·
CCCOc1ccc(-c2nc(C#N)c(N3CCc4ccccc4C3)o2)cc1 | -98 | ·
O=C(c1ccccc1)N1CCN(CC#Cc2ccccc2)CC1 | -2 | -48
O=C(Nc1ccc(Br)cc1)C(c1ccccc1)c1ccccc1 | 2 | ·
CC1(C)Cc2c(sc3c2C(=O)N(c2ccccc2)C2=NCCCN23)CO1 | 19 | 4
CNc1nnc(CSc2nc(C)cc(C)n2)s1 | -14 | -42
CCO[C@H]1OC(C(=O)NCc2nc3ccccc3[nH]2)=C[C@@H](c2ccc(C(F)(F)F)cc2)[C@@H]1CCCO | -7 | ·
Nc1cc(-c2ccccc2)nn1S(=O)(=O)c1ccc(F)cc1 | -9 | ·
O=C(NCc1ccc2c(c1)OCO2)c1cccc([N+](=O)[O-])c1 | 10 | ·
O=C(Nc1ccc(Cl)cc1C(=O)Nc1ccccn1)c1ccco1 | -14 | -11
CCOC(=O)c1[nH]c2ccccc2c1NC(=O)COC | 3 | -10
Cc1ccc(P(=O)(OCCN2CCOCC2)C(C)(C)C)o1 (stereo unspecified) | 11 | -4
CCn1c(SCC(=O)Nc2ccc3c(c2)OCCO3)nnc1-c1cccs1 | -10 | ·
O=C(CCc1nc(-c2ccccc2F)no1)NCCc1ccccc1Cl | -2 | 6
COc1ccc(C)cc1NC(=O)CN1CCN(S(=O)(=O)c2ccc(Br)cc2)CC1 | -5 | 1
COc1ccc(C(=O)/C=C/c2ccc(OC)c(COc3ccc(F)cc3)c2)cc1 | 6 | ·
O=C(NCc1ccccn1)c1cc2cc(Br)ccc2oc1=O | -9 | -6
SMILES | RmlCD inh mix | HIV RNase H inh
COC(=O)C(O)(c1ccc(NC(=S)NC(=O)c2ccccc2)cc1)C(F)(F)F (stereo unspecified) | -9 | ·
Cc1c(-c2cccs2)[n+](=O)c2c(n1[O-])CCC2 | -7 | -8
CCN(CC)CCCNc1oc(-c2ccc(OC)c(OC)c2)nc1C#N | 13 | -8
CCN(c1ccccc1)c1ncnc2c1cnn2-c1ccccc1 | -7 | -14
CCn1c2c(c3cc(Br)ccc31)CCC/C2=N\O | 6 | -34
O=C1CCC(C(=O)OCc2ccccc2)N1 (stereo unspecified) | 9 | ·
CSc1ncc(Cl)c(C(=O)Nc2nnc(SC)s2)n1 | -7 | -3
c1ccc(-c2nnc(-c3ccccc3)c(-c3c[nH]c4ccccc34)n2)cc1 | -7 | ·
COc1ccc2[nH]c(=O)c(CN(CCO)C(=O)NCc3ccccc3)cc2c1 | 20 | ·
COc1ccccc1N1CCN(C(=O)C2CC=CCC2C(=O)O)CC1 (stereo unspecified) | 1 | -6
O=C(NCCc1ccccc1)c1ccc(Cl)nc1 | 12 | ·
CC(C)C(=O)Nc1cc(=O)[nH]c2ncnn12 | -11 | -4
CCCCc1cc(=O)oc2cc(C)cc(OCc3nn[nH]n3)c12 | 14 | 3
O=C1CC(c2c(F)cccc2Cl)C2=C(COC2=O)N1 (stereo unspecified) | 12 | ·
COc1cccc(CNn2cnnc2)c1OCc1ccc(F)cc1 | 9 | -20
CCN(CC)CCNC(=O)c1ccc(NC(C)=O)cc1 | -3&2 | -17
CC1(C)CC(=O)C2=C(C1)NC(=O)C21C(C(=O)OC(C)(C)C)=C(N)Oc2ccc(Br)cc21 (stereo unspecified) | -8 | ·
CC1(C)Cc2ccccc2-c2nc(-c3ccccc3)oc(=O)c21 | -131 | ·
O=C(O)CCCC(=O)Nc1ccc(C(=O)NCc2cccnc2)cc1 | 2 | 6
COc1cc(/C=N/NC(=O)c2cccc([N+](=O)[O-])c2)ccc1OCc1ccccc1 | 11 | ·
Cc1ccc(C(=O)/C=C/c2c[nH]c3ccccc23)cc1 | -30 | ·
Cc1cc(C(=O)O)c2ccccc2n1 | -9 | ·
O=C(NCC12CC3CC(CC(C3)C1)C2)c1nn2c(c1Cl)NC(c1ccco1)CC2C(F)(F)F (stereo unspecified) | · | -3
S=C(Nc1ccc(Cl)cc1)N1CCN(C2CCCCC2)CC1 | -7 | ·
CCN1C(=O)c2ccccc2S(=O)(=O)c2ccc(C(=O)N3CCOCC3)cc21 | 19 | ·

A section taken from the entries so far, as a working copy:
SMILES | RmlCD inh mix | HIV RNase H inh
CC1(C)Cc2c(sc3c2C(=O)N(c2ccccc2)C2=NCCCN23)CO1 | 19 | 4
CNc1nnc(CSc2nc(C)cc(C)n2)s1 | -14 | -42
CCO[C@H]1OC(C(=O)NCc2nc3ccccc3[nH]2)=C[C@@H](c2ccc(C(F)(F)F)cc2)[C@@H]1CCCO | -7 | ·
Nc1cc(-c2ccccc2)nn1S(=O)(=O)c1ccc(F)cc1 | -9 | ·
O=C(NCc1ccc2c(c1)OCO2)c1cccc([N+](=O)[O-])c1 | 10 | ·
O=C(Nc1ccc(Cl)cc1C(=O)Nc1ccccn1)c1ccco1 | -14 | -11
CCOC(=O)c1[nH]c2ccccc2c1NC(=O)COC | 3 | -10
Cc1ccc(P(=O)(OCCN2CCOCC2)C(C)(C)C)o1 (stereo unspecified) | 11 | -4
CCn1c(SCC(=O)Nc2ccc3c(c2)OCCO3)nnc1-c1cccs1 | -10 | ·
O=C(CCc1nc(-c2ccccc2F)no1)NCCc1ccccc1Cl | -2 | 6
COc1ccc(C)cc1NC(=O)CN1CCN(S(=O)(=O)c2ccc(Br)cc2)CC1 | -5 | 1
COc1ccc(C(=O)/C=C/c2ccc(OC)c(COc3ccc(F)cc3)c2)cc1 | 6 | ·
O=C(NCc1ccccn1)c1cc2cc(Br)ccc2oc1=O | -9 | -6
COC(=O)C(O)(c1ccc(NC(=S)NC(=O)c2ccccc2)cc1)C(F)(F)F (stereo unspecified) | -9 | ·
Cc1c(-c2cccs2)[n+](=O)c2c(n1[O-])CCC2 | -7 | -8
CCN(CC)CCCNc1oc(-c2ccc(OC)c(OC)c2)nc1C#N | 13 | -8

Next section
SMILES | RmlCD inh mix | HIV RNase H inh
COC(=O)C(NS(=O)(=O)c1ccc(NC(C)=O)cc1)C(C)C (stereo unspecified) | 5 | -1
CC(NC(=O)CCCN1C(=O)c2ccccc2C1=O)c1ccc2c(c1)CCCC2 (stereo unspecified) | -7 | ·
O=C(NCc1ccc2c(c1)OCO2)C1CC(=O)N(c2ccc(O)cc2)C1 (stereo unspecified) | 7 | -15
CC(=O)Nc1c(C(=O)O)oc2ccccc12 | -9 | 56*
O=C(CS(=O)CC(=O)Nc1cccc2c1CCCC2)Nc1ccc(F)cc1 (stereo unspecified) | -2 | 11
Cc1ccccc1NC(=O)CN(C)S(=O)(=O)c1cccc2cccnc12 | 12 | -28
O=C(Cn1cncn1)NCc1ccccc1Br | -6 | ·
CC(C)C(C(=O)NCc1ccco1)N(C(=O)CNS(=O)(=O)c1ccc(Cl)cc1)C1CCCC1 (stereo unspecified) | -6 | 1
O=C(NCc1cccnc1)c1cccc(Cl)c1 | -20 | 0
CC(c1ccccc1)n1cc(C(=O)NCCCn2ccnc2)nn1 (stereo unspecified) | 4 | -4
CC(C(=O)NCCC1=CCCCC1)N1C(=O)c2ccccc2C1=O (stereo unspecified) | 3 | -8
COc1cccc(CNCc2ccccn2)c1OC | -12 | -1
Cc1noc(C)c1CSc1nc2cc(S(=O)(=O)N3CCOCC3)ccc2o1 | -1 | 86*
Cc1csc(SCCn2c(N3CCOCC3)nc3c2c(=O)[nH]c(=O)n3C)n1 | -13 | -13
Nc1c2c(nc3sc4c(c13)CCCC4)CCCCC2 | -6 | ·
COc1cccc(C2=NOC(C(=O)N3CCc4ccccc4C3)C2)c1 (stereo unspecified) | 4 | 1
C/C=C\C=C/C(=O)Nc1cccc(C2=NOC3(C2)C[C@@H](C(N)=O)N(C(=O)c2ccccc2)C3)c1 (stereo partly specified) | -50 | ·
COC(=O)C1=C(C)N(CCCC(=O)O)C(=O)NC1c1ccc(-c2ccccc2)cc1 (stereo unspecified) | 7 | ·
COc1cc2[nH]c(=O)n(CCC(=O)NCCC(C)C)c(=O)c2cc1OC | 17 | ·
Cc1nc(CNS(=O)(=O)c2cccnc2)cs1 | 5 | -5
COc1cccc(C=Nc2cccnc2)c1O | 6 | -12
CCOC(=O)c1c(NC(=O)CSc2c[nH]c3ccccc23)sc2c1CCCC2 | -8 | ·
Cc1cc2c(=O)[nH]cnc2s1 | 7 | ·
CC(=O)C1=C(C)NC(SCC(=O)c2ccc(C)cc2)=C(C#N)C1c1ccco1 (stereo unspecified) | -11 | -22
CCOC(=O)c1cc2c(C)nn(-c3ccccc3)c2s1 | -22 | ·
SMILES | RmlCD inh mix | HIV RNase H inh
N#CC(c1ccc(Cl)cc1)c1ccc2c(C(F)(F)F)cc(C(F)(F)F)nc2n1 (stereo unspecified) | -8 | ·
CCN(C(=O)CSc1nc2nc(C)cc(C)n2n1)c1ccccc1 | -27 | -7
O=C1CCCc2ccccc2N1Cc1ccc(Cl)cc1 | 28 | ·
Cc1ccc(C)c(C(=O)COC(=O)c2ccccc2N2C(=O)C3C4CCC(C4)C3C2=O)c1 (stereo unspecified) | 2 | ·
COc1c(Cl)cc(C(=O)Nc2ccccc2C(=O)O)cc1Cl | 2 | ·
Cn1c(=O)n(CC(=O)NC2CCCCC2)c(=O)c2ccccc21 | 26 | -8
Cn1c(N2CCN(C(=O)NC34CC5CC(CC(C5)C3)C4)CC2)nc2ccccc21 | 2 | ·
Cc1ccc2c(c1)NC(=O)C(CC(=O)NCCCN1CCCCC1C)O2 (stereo unspecified) | 11 | 10
NS(=O)(=O)c1ccc(NCc2ccccc2OCc2ccc(F)cc2)cc1 | -5 | ·
CCOc1ccc(NC(=O)CSc2nnc(Cn3cnc4ccccc43)n2C)cc1 | -16 | ·
CCOC(=O)Nc1c(C(=O)OC)[nH]c2cc(OC)ccc12 | 2 | -15
CCCc1cc(=O)[nH]c(/N=C(/NC(=O)c2ccccc2)Nc2ccc3c(c2)OCCO3)n1 | 9 | 61*
COCCNc1cc(C)nc2c(-c3ccccc3OC)c(C)nn12 | -1 | -8
CC(=O)N1N=C(c2ccc(C)cc2)OC1c1ccc(C)cc1 (stereo unspecified) | -13 | ·
CCCCc1ccc(NC(=O)CSCc2cc(=O)[nH][nH]2)cc1 | 8 | ·

The list is partial (hit frequency here may not be typical).
